# Screening data deposited in PubChem BioAssay by National Center for Advancing Translational Sciences (NCATS).
# S3 lipid droplet – qHTS Assay for Lipid Storage Modulators in Drosophila S3 Cells; Drosophila S3 cells, BODIPY lipid droplet fluorescence, 18-24 h; cells fed with added oleic acid; lipid storage change, negative = inhibition, % at the top dose, mostly 46.1 µM; hits show Potency in µM; actives 0.64% (n = 320,000); active = well fitted inhibition curve with a large enough effect in the signal ratio, with a control signal flat, not every such curve was filed as active; inconclusive = small, poorly fitted or top-dose-only effect, or effect the other way, or a change in a side signal; the % refers to the signal ratio
#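 Drosophila S3 cells got compounds at several concentrations plus oleic acid (400 uM solution). Laser-scanning cytometry with 488 nm excitation read lipid droplets at 500-530 nm and cells at 575-640 nm. Percent activity was relative to 20 uM Triacsin C.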
# S3 lipid droplet cell count max – also measured in S3 lipid droplet; calls as there; cell number change, %; measured here: cell count max response;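 cells counted by Cell Tracker Red CMTPX staining in the red channel; peak over a dose series mostly up to 46.1 µM; percent activity relative to internal control wells on each plate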
# * marks the source's active call; other numbers are inactive results; i = inactive; ? = inconclusive; . = no result given; [ ] = dose if it differs, or a comment. % is scaled to controls: 0 for no effect and ±100 for the full control effect; potency is read from the fitted curve at half-maximal effect.
S3 lipid droplet,S3 lipid droplet cell count max,SMILES
?,.,CCC/C(O)=C1\C(=O)CC(C)(C)CC1=Nc1ccc(OC)cc1OC
?,.,COc1cc2c(cc1OC)C(COc1ccccc1OC)N(C(C)=O)CC2 (stereo not given)
-1%,2,COc1cc(NC(=O)C2CC(=O)NC3=C2C(=O)CCC3)cc(OC)c1 (stereo not given)
?,.,O=c1cc(NCCO)c2ccccc2o1
?,.,C=CCn1c(SCC(=O)NCc2ccccc2)nnc1-c1ccccc1O
?,.,CCOc1ccccc1NC(=O)c1c(NC(=O)CCC(=O)O)sc2c1CCCCC2
i,.,O=C(CSCCSCC(=O)c1ccco1)c1ccco1
5%,2,Cc1ccc(NC(=O)C2(c3ccc([N+](=O)[O-])cc3)CCCC2)cc1
?,.,CC(NC(=O)c1cc(S(=O)(=O)N2CCCC2)cn1C)c1ccccc1 (stereo not given)
-10%,7,Oc1ccccc1C(=S)N1CCCCC1
?,.,Cc1nc(NC(=O)CSc2nnc(-c3ccc4c(c3)OCO4)o2)c(Cl)cc1Cl
?,.,C=CCn1c(SCC(=O)NCC2CCCO2)nc2scc(-c3ccco3)c2c1=O (stereo not given)
5%,14,COc1ccccc1CNC(=O)COC(=O)Cc1c(F)cccc1Cl
?,.,CN1c2ccccc2N(C)C1c1ccc2c(c1)OCO2
2%,25,CCC(=O)N1CCN(c2ccc(NC(=O)c3ccc4c(c3)OCCO4)cc2)CC1
?,.,CCCCc1ccc(NC(=O)Nc2c(C)n(C)n(-c3ccccc3)c2=O)cc1
14%,-16,COc1ccc(NC(=O)c2cccs2)cc1O
?,.,O=C(C1=C(O)C(=O)N(CCOCCO)C1c1ccccn1)c1cccs1 (stereo not given)
?,.,CC(C)(C)C1CCc2c(sc(NC(=O)CSc3ncn[nH]3)c2C#N)C1 (stereo not given)
12%,0,CCOC(=O)c1sc2nc(C)cc(C)c2c1NC(=O)c1ccco1
1%,.,Cc1cc(S(=O)(=O)NCCN2CCOCC2)ccc1Cl
?,.,CCCNC(=O)C(=O)NCCC1=CCCCC1
?,.,CC(C(N)=O)N1C(=O)C2C3C=CC(C3)C2C1=O (stereo not given)
i,-10,COc1cccc(C2CC(C(F)(F)F)n3ncc(C(=O)NCc4ccco4)c3N2)c1 (stereo not given)
?,.,CCOC(=O)N1CCN(Cc2nc3c(c(=O)n(C)c(=O)n3C)n2CCC(C)C)CC1
?,.,O=C(Nc1cccnc1)c1cc2c(s1)-c1ccccc1OC2
-1%,17,NC(=O)c1ccc(OCC(F)(F)F)nc1
?,.,COc1ccc(OCCCC(=O)N2CCN(S(=O)(=O)c3cccc(F)c3)CC2)cc1
?,.,O=C(CCS(=O)(=O)c1ccc(Br)s1)NCc1ccccc1
?,.,CCCc1nc2ccccc2c(=O)n1/N=C/c1ccccc1O
?,.,O=C(c1ccccc1)c1ccc(C(=O)N2CCCC(C(F)(F)F)C2)cc1 (stereo not given)
?,.,CCNC(=O)N1CCN(S(=O)(=O)c2ccc3c(c2)OCCCO3)CC1
i,22,CCOc1cccc(-c2c(C(=O)N/N=C/c3cccs3)nnn2-c2nonc2N)c1
-20%,9,COc1ccc(CN2CCN(C(=O)CC(C)C)CC2)cc1
-16%,-16,COC(=O)c1ccc(NS(=O)(=O)c2c(C)[nH]c(C)c2C(=O)N2CCCC2)cc1
?,.,Cc1cccc(NC(=O)COc2ccc3oc4c(c3c2)CCCC4)n1
10%,5,O=C(/C=C/Nc1ccc(F)c(F)c1)c1cccs1
-1%,18,Cc1ccc(/C=C2\SC(=S)N(CCCC(=O)NNC(=O)c3ccccc3O)C2=O)cc1
?,.,CN1CCN(C(=O)C(N)Cc2ccccc2)CC1 (stereo not given)
?,.,CCOC(=O)CSc1n[nH]c(NC(=O)c2cccc(C)c2)n1
?,.,CCOC(=O)c1cc(C#N)c(N2CCN(c3ccccn3)CC2)nc1-c1ccccc1
?,.,COc1cccc(/C(C)=N/NC(=O)c2ccc(N(C)C)cc2)c1
21%,-4,O=C(c1ccc(N2CCCCCC2)c([N+](=O)[O-])c1)N1CCc2ccccc21
?,.,Cc1c(C(=O)NC2CCCCC2)oc2ccc(F)cc12
26µM*,-19*,CCCCCCC(=O)NN1CCN(C)CC1
-3%,4,CCOc1ccc(C2N(c3ccc(F)cc3)C(=O)C3CCCN32)cc1OC (stereo not given)
?,.,CCC(C)(C)n1nnnc1C(c1ccncc1)N1CCN(c2cccc(OC)c2)CC1 (stereo not given)
6%[9.22 µM],17,COc1ccc([C@]23Cc4cc(OC)c(OC)cc4C(O2)C2=C(CC4(CCCCC4)OC2=O)O3)cc1
17%,-2,CC(C)Cn1c(N)c(C(=O)COC(=O)c2c(O)c(Cl)cc(Cl)c2Cl)c(=O)n(C)c1=O
-1%,-13,COc1ccccc1NC(=O)CN1CCCCC1
-9%,-7,Cc1ccc(CN2C(=O)CCC2C(=O)NCCc2ccccc2)cc1 (stereo not given)
?,.,O=C(CSc1nnc(C2COc3ccccc3O2)o1)Nc1ccc(F)cc1Cl (stereo not given)
19%,15,COc1cc(C(=O)Nc2nnc(CC(C)(C)C)s2)c([N+](=O)[O-])cc1OC
1%,-2,Cc1cc2c(cc(C(=O)N3CCC(C(=O)NC4CCCC4)CC3)n2Cc2c(F)cccc2Cl)o1
?,.,OC[C@@H](O)[C@H](O)C(/C=N/Nc1ccccc1)=N\Nc1ccccc1
i,-11,Cc1occc1C(=O)NC1CCCN(Cc2ccc(Cl)cc2)C1 (stereo not given)
9%,1,CCOC(=O)c1c(/N=C/c2cc(OC)cc([N+](=O)[O-])c2O)sc(C)c1C
5%,19,O=C(NCc1ccccn1)c1ccc(Cn2cc(C(F)(F)F)ccc2=O)cc1
?,.,Cc1ccc(-c2c(C(=O)N/N=C/c3cccnc3)nnn2-c2nonc2N)cc1
?,.,CCOC(=O)c1c(C)[nH]c(C(=O)OCC(=O)Nc2cccnc2Cl)c1C

# (cont.)
S3 lipid droplet,S3 lipid droplet cell count max,SMILES
?,.,COc1ccc(N2CSC3=C(C#N)C(c4cc(OC)c(OC)cc4OC)CC(=O)N3C2)c(OC)c1 (stereo not given)
?,.,O=C(c1cccc(N2C(=O)C3C4C=CC(C4)C3C2=O)c1)N1CCN(c2ccccc2Cl)CC1 (stereo not given)
?,.,COc1ccc(/C=N/NC(=O)CCCC(=O)NC2CCCCC2)cc1
12%,-10,CCCOc1ccc(N2C(=O)CC(SC(=NCC)NCC)C2=O)cc1 (stereo not given)
i,5,COc1ccc(CCNC(=O)CCNS(=O)(=O)c2ccc3c(c2)CCN3C(C)=O)cc1OC
12%,-18,Cc1cc(C(=O)NNC(=O)c2ccccc2[N+](=O)[O-])c(C)o1
?,.,COc1cc(NC(=O)CN(c2cc(C)cc(C)c2)S(=O)(=O)c2c(C)[nH]c(=O)[nH]c2=O)cc(OC)c1
-14%,6,CC(C)(OC(=O)NC(=O)C(F)(F)F)C(C)(C)OC(=O)NC(=O)C(F)(F)F
-1%,6,CN(CC#CC(O)(c1ccccc1)c1ccccc1)C(C)(C)C
?,.,O=C(CN(c1ccccc1Cl)S(=O)(=O)c1ccccc1)NCc1ccccc1
?,.,CCCCN(C)CCNC(=O)CN1C(=O)CSc2ccc(S(=O)(=O)N3CCCCC3)cc21
?,.,CCCS(=O)(=O)Nc1c(C(=O)OC)[nH]c2ccccc12
-7%,20,COc1ccnc(Oc2ccc(F)cc2)c1C(=O)N/C=N/OCc1cccc(F)c1
?,.,CCn1c(COc2ccc(Cl)cc2)nnc1SCC(=O)Nc1ccc2c(c1)OCCO2
?,.,COc1ccccc1/C=C/C(=O)NNC(=O)c1cc(C)oc1C
6%,-18,COc1c(Br)cc(Br)cc1/C=C1/C(=O)N=C(N)N1C
?,.,C/C=N\NC(=O)CNC(=O)CNC(=O)c1ccccc1
i,-5,O=C(Nc1ccccc1)NC1(C(=O)NCc2ccco2)CCCCC1
-14%,7,CC1CCN(CCCNC(=O)c2n[nH]c(=O)c3ccccc23)CC1
?,.,COc1ccccc1Nc1nc(-c2sc(NC(=O)C(C)(C)C)nc2C)cs1
?,.,O=C(Nc1cccc(C(=O)N2CCOCC2)c1)c1ncn[nH]1
7%,6,CCC(C)Nc1cc(C)c(C#N)c2nc3ccccc3n12 (stereo not given)
21%,.,COc1cc(/C=C(\C#N)C(=O)Nc2cccc(C(=O)O)c2)ccc1OCc1ccc(C)cc1
?,.,CC1(C(=O)NCc2cccnc2)CCC(=O)N1Cc1cccs1 (stereo not given)

# Single records (already shown).
# CCCOc1ccc(N2C(=O)CC(SC(=NCC)NCC)C2=O)cc1 (stereo not given) is listed as S3 lipid droplet: 12%; S3 lipid droplet cell count max: -10
# O=C(CN(c1ccccc1Cl)S(=O)(=O)c1ccccc1)NCc1ccccc1 is listed as S3 lipid droplet: ?; S3 lipid droplet cell count max: .
# Cc1cc(C(=O)NNC(=O)c2ccccc2[N+](=O)[O-])c(C)o1 is listed as S3 lipid droplet: 12%; S3 lipid droplet cell count max: -18

# Carrying on:
S3 lipid droplet,S3 lipid droplet cell count max,SMILES
?,.,Fc1ccc(N2CCN(Cc3ccccn3)CC2)cc1
?,.,COc1ccc(OC)c(NC(=O)Cc2coc3cc(C)cc(C)c23)c1
?,.,COCc1cc(C)nc2sc(C(=O)Nc3ccccc3C)c(N)c12
-1%,-20,Cc1nc(Nc2ccccc2F)c2oc3ccccc3c2n1
?,.,O=C(O)Cn1nnnc1-c1ccc(F)cc1
?,.,NC(=O)Cn1c(=O)n(CCc2ccccc2)c(=O)c2c3c(sc21)CCCC3
?,.,CCOC(=O)c1ccc(NC(=S)Nc2ccccc2)cc1
-10%,-15,COCCn1c(-c2ccc(OC)cc2)cnc1SCC(=O)Nc1cc(C)on1
?,.,Cn1c(CNC(=O)c2ccco2)nnc1SCC(=O)Nc1c(F)cc(F)cc1Br
-29%,4,COC(=O)C1=C(C)N(Cc2ccccc2)C(=NCCc2ccccn2)N[C@H]1c1cccc(C(F)(F)F)c1
-1%,12,N/C(=N\OC(=O)CC1CCCCC1)c1ccccn1
-3%,7,COC(=O)c1cc2oc(C)cc2n1CC(=O)N1CCCc2ccccc21
-10%,15,COC(=O)c1nc2n(n1)C(c1ccc([N+](=O)[O-])cc1)C(C(=O)Nc1ccc(Cl)cc1)=C(C)N2 (stereo not given)
i,-6,CCOc1ccc(N(CC(=O)Nc2cc(C)cc(C)c2)S(C)(=O)=O)cc1
?,.,CC(C)(C)CC(=O)Nc1ccc(-c2cn3cccnc3n2)cc1
?,.,CCOC(=O)C1=C(Nc2ccccc2)CC(C)(O)C(C(=O)OCC)C1c1ccccc1 (stereo not given)
?,.,Cc1ccc(S(=O)(=O)N(C)CC(=O)N2CCCCCCC2)cc1
-25%,9,Cc1ccc([N+](=O)[O-])cc1S(=O)(=O)Nc1ccc(O)c(Sc2ncn[nH]2)c1
i,18,CC(=O)Oc1ccc(/C=C(\NC(=O)c2ccco2)C(=O)NCc2ccccc2)cc1
-2%,11,CCOC(=O)c1ccc(NC(=S)N2CCN(c3ccc(N4CCOCC4)nn3)CC2)cc1
i,.,OCc1nc2ccccc2n1CCCOc1ccccc1
15%,4,OCCC1CN(Cc2nc3ccc(F)cc3[nH]2)CCN1C1CCCC1 (stereo not given)
i,.,COc1ccc(CNC(=O)C(c2ccco2)N(Cc2cccs2)C(=O)Cc2cccs2)cc1 (stereo not given)
?,.,O=C(c1ccc(CN2CCc3ccccc3C2)cc1)N1CCN(c2ccccc2)CC1

# Reformatted with values under each structure: entries from further up
# Value order: S3 lipid droplet	S3 lipid droplet cell count max
- CCOc1ccc(N(CC(=O)Nc2cc(C)cc(C)c2)S(C)(=O)=O)cc1
  i	-6
- CC(C)(C)CC(=O)Nc1ccc(-c2cn3cccnc3n2)cc1
  ?	.
- CCOC(=O)C1=C(Nc2ccccc2)CC(C)(O)C(C(=O)OCC)C1c1ccccc1 (stereo not given)
  ?	.
- Cc1ccc(S(=O)(=O)N(C)CC(=O)N2CCCCCCC2)cc1
  ?	.
- Cc1ccc([N+](=O)[O-])cc1S(=O)(=O)Nc1ccc(O)c(Sc2ncn[nH]2)c1
  -25%	9
- CC(=O)Oc1ccc(/C=C(\NC(=O)c2ccco2)C(=O)NCc2ccccc2)cc1
  i	18
- CCOC(=O)c1ccc(NC(=S)N2CCN(c3ccc(N4CCOCC4)nn3)CC2)cc1
  -2%	11

# Going on with the list:
S3 lipid droplet,S3 lipid droplet cell count max,SMILES
i,.,O=C(N/N=C/c1ccccc1F)c1cccc2ccccc12
-6%[9.22 µM],-12,CCN1CCN(CCNC(=O)c2ccc(CS(=O)(=O)c3c(Cl)cccc3Cl)o2)CC1
?,.,COc1ccccc1Nc1nnc(SC(C)C(=O)NC2CC2)s1 (stereo not given)
?,.,O=C(Cc1csc(NC(=O)Nc2ccc(Cl)cc2)n1)NCc1cccnc1
i,-1,COC(=O)C1C(c2ccccc2)C(C(=O)N2CCN(C)CC2)C1c1ccccc1 (stereo not given)
?,.,O=C(OCc1ccc(COC(=O)c2ccccn2)cc1)c1ccccn1
?,.,CCCCn1c(O)c(N=Nc2ccccn2)c2ccccc21
?,.,Cc1ccc(CNC(=O)c2cccc(S(C)(=O)=O)c2)cc1

# Some of the compounds tested (hit frequency here may not be typical).
